CBFb-SMMHC binding = inhibitors of RUNX1 Runt–CBFb-SMMHC binding, biochemical, TR-FRET (AID 1438) | TR-FRET Runt domain–CBFb-SMMHC binding, biochemical; higher % means a stronger effect | inhibition, % at 20 µM, or IC50 in µM where a hit was titrated | Runt-related transcription factor 1 (Homo sapiens) + Core-binding factor subunit beta … | hit rate 2% among 2,200; in the data active = inhibition from about 52%, or a potency from the dose series; inactive = the rest, 99 in 100 with inhibition below about 48%
* = called active by the depositor; & = joins results of further samples.

SMILES	CBFb-SMMHC binding
Cc1cccn2c(=O)c3cc(C(=O)NCc4ccco4)c(=N)n(CCc4ccccc4)c3nc12	-9.3%
CCOC(=O)CNC(=O)CSc1nnc(-c2cccc(OC)c2)n1CC	-10.5%
CCN1CC=C2C(C#N)=C(N)C(C#N)(C#N)[C@H](c3cccc(OC)c3OC)[C@H]2C1	-0.4%
CCOC(=O)c1c(/N=C/c2ccc(O)cc2O)sc2c1CCC2	3.5%
CCOC(=O)C1C(=O)CC(C)(O)C(C(=O)OCC)C1c1ccc(OC)cc1 (stereo unspecified)	-8.4%
c1cc2c(cc1-c1csc(NNC3=NCCCCC3)n1)OCCO2	-4.3%
CCCc1cc(=O)oc2c(CN3CCN(C)CC3)c(O)c(Cl)cc12	23.4%
Oc1c(Br)cc(Br)cc1/C=N/NC(=S)N[C@H]1CC2C=CC1C2 (stereo partly specified)	-7.1%
COc1ccc(CCNc2c3ccccc3nc3ccccc23)cc1OC	-14.6%
CCN(CC)c1ccc2c(C)c(CO)c(=O)oc2c1	7.0%
CC(=O)NCCN=C(C)c1sc2ccccc2c1O	5.2%
Cc1ccc(C(=O)O)cc1-n1c(C)cc(C=O)c1C	9.1%
CCOc1ccc(NC(=O)Cn2sc3nc(C)cc(C)c3c2=O)cc1	-10.5%
COc1ccc2cc(C(=O)NCc3ccco3)c(=O)oc2c1	35.0%
Cn1cc(/C=N\O)nc2c(=O)n(-c3ccccc3)c(=O)nc1-2	-5.5%
CCc1nc2sc3c(O)cc(=O)[nH]c3c2cc1C	-5.0%
Cc1cccc2cc(C#N)c(NCCNC(=O)NC3CCCCC3)nc12	45.6%
CCN(CC)c1ccc2cc(C(N)=O)c(=N)oc2c1	-11.2%
CCOC(=O)c1sc(Nc2nc3ccc(OC)cc3s2)cc1C	-8.6%
CCN(C(=O)CN1CCc2ccccc21)c1c(N)n(Cc2ccccc2)c(=O)[nH]c1=O	-9.4%
CCN(CC)c1ccc2cc(C#N)c(=O)oc2c1	-7.2%
CC(=O)c1cc2cc(O)ccc2o1	13.8%
Nc1nc2nc(-c3ccc(OCc4ccccc4)cc3)cc(C(F)(F)F)n2n1	-16.6%
CCCN1CC=C2C(C#N)=C(N)C(C#N)(C#N)C(c3cccc(OC)c3OC)C2C1 (stereo unspecified)	-7.5%

Reprinted at random: two records from the list, in no set order.
SMILES	CBFb-SMMHC binding
Oc1c(Br)cc(Br)cc1/C=N/NC(=S)N[C@H]1CC2C=CC1C2 (stereo partly specified)	-7.1%
Cc1ccc(C(=O)O)cc1-n1c(C)cc(C=O)c1C	9.1%

Continued.
SMILES	CBFb-SMMHC binding
Cc1c(C#N)c(=O)oc2ccc3ccccc3c12	-3.9%
Cc1ccc(S(=O)(=O)NC(C(=O)Oc2ccc3c(C)c(Cl)c(=O)oc3c2)c2ccccc2)cc1 (stereo unspecified)	8.3%
C=CCn1c(O)c(/C=C/C=Nc2ccccc2)c(=O)[nH]c1=O	-56.7%
COc1cc(/C=C(\C#N)C(=O)NC(C)C)cc(Cl)c1O	-10.7%
CC1(C)CC(=O)C2=C(C1)Nc1ccccc1N=C2	6.6%
CCn1c(=N)c(C(=O)NC)cc2c(=O)n3cccc(C)c3nc21	-0.9%
COc1ccc(S(=O)(=O)Nc2cc(Sc3ncn[nH]3)c(O)c3ccccc23)cc1	-17.7%
CCN(CC)c1ccc(/C=N/NC(=S)NCc2ccc(OC)cc2)cc1	16.6%
CCn1c(O)c(/C=N/NC(=O)c2ccncc2)c(=O)n(CC)c1=S	-1.0%
C=CCn1c(=N)c(C(=O)NCCCOC)cc2c(=O)n3ccccc3nc21	7.9%
O=C(O)CCc1ccc(-c2cccs2)n1NC(=O)c1ccco1	7.4%
O=C(C1CCN(S(=O)(=O)N2CCOCC2)CC1)N1CCc2ccccc21	-15.5%

Copied from the list:
CBFb-SMMHC binding with C=CCn1c(O)c(/C=C/C=Nc2ccccc2)c(=O)[nH]c1=O is entered as -56.7%
CBFb-SMMHC binding with O=C(C1CCN(S(=O)(=O)N2CCOCC2)CC1)N1CCc2ccccc21 is entered as -15.5%
CBFb-SMMHC binding with O=C(O)CCc1ccc(-c2cccs2)n1NC(=O)c1ccco1 is entered as 7.4%

(further entries)
SMILES	CBFb-SMMHC binding
CCCCNC(=O)CN1C(=O)c2cccc(N)c2C1=O	-8.8%
OCCNc1c2ccccc2nc2ccccc12	-6.7%
CCNc1ccc2c(Cl)cc(=O)oc2c1	27.0%
N#Cc1c(N)n(CCCN2CCOCC2)c2nc3ccccc3nc12	27.5%
O=C1CCCC2=C1C(c1ccc(Br)cc1)c1c([nH]c(=S)[nH]c1=O)N2 (stereo unspecified)	42.6%
C[C@]12CC[C@@H]3c4cc(O)c(O)cc4CC[C@H]3[C@@H]1CC[C@@H]2O	-7.5%
Cn1c(=O)cc(OCCCC(=O)N2CCN(c3ccccn3)CC2)c2ccccc21	-1.8%
CCOc1cc(/C=C/c2cc(C(=O)O)c3ccccc3n2)ccc1OC	14.4%
CCc1nnc(NC(=O)c2sc3nc4c(cc3c2N)CCCCC4)s1	16.6µM*
C=C1c2cc(C)c(C)cc2NC(=O)N1c1ccccc1	-8.7%
c1ccc(C[n+]2csc3ccccc32)cc1	-6.4%
c1ccc(-c2nc(N3CCCCC3)nc3ccccc23)cc1	25.8%

Quoted from above (34 entries):
SMILES	CBFb-SMMHC binding
Cn1cc(/C=N\O)nc2c(=O)n(-c3ccccc3)c(=O)nc1-2	-5.5%
CCc1nc2sc3c(O)cc(=O)[nH]c3c2cc1C	-5.0%
Cc1cccc2cc(C#N)c(NCCNC(=O)NC3CCCCC3)nc12	45.6%
CCN(CC)c1ccc2cc(C(N)=O)c(=N)oc2c1	-11.2%
CCOC(=O)c1sc(Nc2nc3ccc(OC)cc3s2)cc1C	-8.6%
CCN(C(=O)CN1CCc2ccccc21)c1c(N)n(Cc2ccccc2)c(=O)[nH]c1=O	-9.4%
CCN(CC)c1ccc2cc(C#N)c(=O)oc2c1	-7.2%
CC(=O)c1cc2cc(O)ccc2o1	13.8%
Nc1nc2nc(-c3ccc(OCc4ccccc4)cc3)cc(C(F)(F)F)n2n1	-16.6%
CCCN1CC=C2C(C#N)=C(N)C(C#N)(C#N)C(c3cccc(OC)c3OC)C2C1 (stereo unspecified)	-7.5%
Cc1c(C#N)c(=O)oc2ccc3ccccc3c12	-3.9%
Cc1ccc(S(=O)(=O)NC(C(=O)Oc2ccc3c(C)c(Cl)c(=O)oc3c2)c2ccccc2)cc1 (stereo unspecified)	8.3%
C=CCn1c(O)c(/C=C/C=Nc2ccccc2)c(=O)[nH]c1=O	-56.7%
COc1cc(/C=C(\C#N)C(=O)NC(C)C)cc(Cl)c1O	-10.7%
CC1(C)CC(=O)C2=C(C1)Nc1ccccc1N=C2	6.6%
CCn1c(=N)c(C(=O)NC)cc2c(=O)n3cccc(C)c3nc21	-0.9%
COc1ccc(S(=O)(=O)Nc2cc(Sc3ncn[nH]3)c(O)c3ccccc23)cc1	-17.7%
CCN(CC)c1ccc(/C=N/NC(=S)NCc2ccc(OC)cc2)cc1	16.6%
CCn1c(O)c(/C=N/NC(=O)c2ccncc2)c(=O)n(CC)c1=S	-1.0%
C=CCn1c(=N)c(C(=O)NCCCOC)cc2c(=O)n3ccccc3nc21	7.9%
O=C(O)CCc1ccc(-c2cccs2)n1NC(=O)c1ccco1	7.4%
O=C(C1CCN(S(=O)(=O)N2CCOCC2)CC1)N1CCc2ccccc21	-15.5%
CCCCNC(=O)CN1C(=O)c2cccc(N)c2C1=O	-8.8%
OCCNc1c2ccccc2nc2ccccc12	-6.7%
CCNc1ccc2c(Cl)cc(=O)oc2c1	27.0%
N#Cc1c(N)n(CCCN2CCOCC2)c2nc3ccccc3nc12	27.5%
O=C1CCCC2=C1C(c1ccc(Br)cc1)c1c([nH]c(=S)[nH]c1=O)N2 (stereo unspecified)	42.6%
C[C@]12CC[C@@H]3c4cc(O)c(O)cc4CC[C@H]3[C@@H]1CC[C@@H]2O	-7.5%
Cn1c(=O)cc(OCCCC(=O)N2CCN(c3ccccn3)CC2)c2ccccc21	-1.8%
CCOc1cc(/C=C/c2cc(C(=O)O)c3ccccc3n2)ccc1OC	14.4%
CCc1nnc(NC(=O)c2sc3nc4c(cc3c2N)CCCCC4)s1	16.6µM*
C=C1c2cc(C)c(C)cc2NC(=O)N1c1ccccc1	-8.7%
c1ccc(C[n+]2csc3ccccc32)cc1	-6.4%
c1ccc(-c2nc(N3CCCCC3)nc3ccccc23)cc1	25.8%

Carrying on.
SMILES	CBFb-SMMHC binding
CCOc1cc(C2C3=C(CCCC3=O)N(CCC(=O)O)C3=C2C(=O)CCC3)ccc1OS(=O)(=O)c1ccc(C)cc1	30.5µM*
COc1ccc(C(=O)N/N=C/c2sc3ccccc3c2O)cc1	-50.3%
CCN1CCN(Cc2c(O)c(Cl)cc3c(C)cc(=O)oc23)CC1	23.4%
Cc1ccc2nc3c(cc(C#N)c(=O)n3CC3CCCO3)c(=O)n2c1 (stereo unspecified)	27.3%
N#CC1=C(N)N2C(=C(C#N)C1c1cccc(Br)c1)Nc1ccccc12 (stereo unspecified)	40.6%
CCCn1nc(NC(=O)c2cccs2)c2cc3ccc(C)cc3nc21	-8.7%
CCCCN1C=C(C(=O)OC)C(c2ccccc2C(F)(F)F)C(C(=O)OC)=C1	5.1%
O=C(N/N=C/C=C\c1ccco1)c1cccs1	-10.7%
CCN(CC)c1ccc2cc(C(=O)O)c(=O)oc2c1	39.1%
CCS(=O)(=O)Nc1ccc(-c2nc3cccnc3s2)cc1	-15.6%
CCc1nc(SCC(=O)c2ccc3c(c2)OCCO3)c2ccccc2n1	-41.9%
CCCCn1c(N)c(NCC)c(=O)[nH]c1=O	-9.6%
Nc1ccc2c(C(F)(F)F)cc(=O)oc2c1	18.1%
CC(C)OC(=O)c1c(N)n(CCCN2CCOCC2)c2nc3ccccc3nc12	29.6%
CC(C)Cn1c(N)c(C(=O)NCC2CCCO2)c2nc3ccccc3nc21 (stereo unspecified)	40.7%
Cc1cccn2c(=O)c3cc(C(N)=S)c(=N)n(CCCOC(C)C)c3nc12	63.5%*
CC(NC(=O)OC(C)(C)C)C(=O)Oc1ccc2ccc(=O)oc2c1 (stereo unspecified)	14.7%
O=C(CCN1CCOCC1)N/N=C/c1cc(Br)cc(Br)c1O	-1.5%
CCOC(=O)c1sc(Nc2nc3c(OC)cccc3s2)cc1C	4.5%
CCn1c(CSc2nccn2C)nc2cc(C(=O)O)ccc21	39.4%
CCN1C(=O)c2cccc3c(S(=O)(=O)NCc4ccccn4)ccc1c23	32.3%
c1cc2c3c(cccc3c1)C(N1CCCCCC1)=N2	0.5%
Cc1ccccc1C(=O)N=c1c(C#N)cc2c(=O)n3cccc(C)c3nc2n1Cc1ccco1	47.0%
CC(C)(C)C1=CC(=O)C(=O)C(C(C)(C)C)=C1	29.9%
CC(=O)N(C1=C(Cl)C(=O)c2ccccc2C1=O)C1CCCCC1	-8.9%
Nc1c(C(=O)NCc2ccco2)c2nc3ccccc3nc2n1Cc1ccccc1	36.9%
CCOC(=O)C1=CN(C)C=C(C(=O)OCC)C1c1ccsc1	41.2%
c1ccc(Oc2c3ccccc3nc3ccccc23)cc1	-11.8%
Cc1c(Cc2ccccc2)c(=O)oc2cc(O)ccc12	7.5%
CCCCn1c2nc3ccccc3nc2c2c(=N)oc(C)nc21	36.7%
CC(=O)NCCC(=O)NCc1ccc(F)cc1	-4.0%
Cc1ccc(CSc2ccc(-c3ccco3)nn2)cc1	33.0%
Cc1c(C)c2cc(Cl)c(O)c(CN3CCCCC3)c2oc1=O	38.9%
CCN1C=C(C(=O)OC)C(c2cccc(C)c2)C(C(=O)OC)=C1	47.0%
CN1CCc2cc3c(c4c2[C@H]1[C@H](O)c1ccccc1-4)OCO3	18.4%
N=c1oc2cc(O)ccc2cc1C(=O)Nc1nc2ccccc2s1	13.3%
Cc1cccc2cc(C#N)c(NCCCNS(=O)(=O)c3ccc(Cl)cc3)nc12	-14.2%
CCCn1nc(NC(=O)c2ccccn2)c2cc3cc(C)ccc3nc21	7.9%
Cc1oc(/N=C/c2ccc(O)cc2O)c(C#N)c1C	-11.4%
CCOC(=O)C1CCCN(C(=O)Cn2sc3nc(C)cc(C)c3c2=O)C1 (stereo unspecified)	21.5%
c1ccc2cc3c(NCCN4CCOCC4)ccnc3cc2c1	33.3%
Oc1c(C=NCc2ccccc2)sc2ccccc12	-12.8%
COC(=O)C1=CNC=C(C(=O)OC)C1c1ccc(C(=O)OC)cc1	38.7%
COc1ccccc1-n1c(SCc2cc(=O)oc3cc(O)ccc23)nc2ccccc2c1=O	29.8%
CCn1nc(NC(=O)c2ccccn2)c2cc3cc(C)ccc3nc21	9.6%
Fc1ccccc1-c1ccc(/C=N/Nc2nc3ccccc3[nH]2)o1	1.0%
O=c1oc2cc(O)ccc2cc1-c1ccc(F)cc1	-4.8%
CCN(CC)c1ccc(/C=C/c2cc(-c3ccccc3)c3ccccc3n2)cc1	-9.3%
CCOC(=O)Nc1c2ccccc2nc2ccccc12	-10.7%
CC(C)C(=O)N(c1ccc2oc(=O)sc2c1)S(=O)(=O)c1ccccc1	40.2%
CC1C2(C)OC(=N)C(C#N)(C(C)O2)C1(C#N)C#N (stereo unspecified)	-4.5%
CCc1c(C)c(C#N)c2[nH]c3ccccc3n2c1=S	-6.7%
COCCCn1c(CCC(=O)O)ccc1-c1cccs1	41.6%
COCCOC(=O)c1c(N)n(Cc2ccco2)c2nc3ccccc3nc12	-18.0%
CNc1nc(-c2cccs2)cc(C(F)(F)F)c1C#N	-12.7%
Cc1ccc(-n2c(=O)c(C#N)cc3c(=O)n4ccccc4nc32)cc1C	34.7%
CN1c2ccc(Cl)cc2C(=O)NC1C1CC=CCC1 (stereo unspecified)	-8.7%
CCN1C(=O)/C(=C2/Sc3ccccc3N2CCCS(=O)(=O)O)SC1=S	-5.7%&38.7%
S=c1[nH]nc(NCCCN2CCOCC2)s1	-4.3%
CSc1ccc(S(=O)(=O)NCCSC(C)(C)C)cc1	-13.0%
Following part
SMILES	CBFb-SMMHC binding
COc1ccc2o/c(=N\O)c(C(=O)Nc3ccc(C)cc3)cc2c1	-4.0%
CC1=C(C#N)C(=O)OC(C)(C)C1	-9.6%
Cc1ccc2nc(N3CCC(C(=O)O)CC3)nc(-c3ccccc3)c2c1	36.1%
CN1CCc2c(sc3c2C(=O)NC(c2ccccn2)N3)C1 (stereo unspecified)	11.2%

Screening data as filed in PubChem.

This is a subset; the hit share may differ from the screen's.
